High-throughput results: PubChem, Broad Institute
CFTR F508del cor: correctors of CFTR F508del function in bronchial epithelial cells; 0.36% of 350,000 active; activity (quench increase), % at 7.58 µM; AID 720511; CFBE cells, YFP halide quenching; stimulated with forskolin plus potentiator P3; % fluorescence drop versus neutral controls;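 active means mean added fluorescence quench of at least 8% versus neutral control, with both replicates also reaching 8%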;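 further: cells transiently co-express mutant CFTR-F508del with the halide-sensitive YFP; corrector assay measuring rescue of mutant channel to the surface after 24 h compound exposure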
Cneo AK release: causes C. neoformans cell lysis; adenylate kinase release luminescence, 4 h; normalised: neutral wells 0, clomiphene wells 100; lysis activity, % at 15 µM; 0.2% of 360,000 active; AID 651654;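 active means mean lysis activity across replicates of at least 80%, whatever share of replicates individually reach that level; inactive means mean lysis activity below 80%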
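Material – Cryptococcus neoformans yeast cells · Quantity – 5 × 10^6 yeast cells/mL · Buffer or medium – YPD medium · Compound – single dose · Timing – 4 h static compound exposure, 37 °C, read 1 h post-reagent · Signal – adenylate kinase release luminescence · Read-out basis – lysis from increased AK signal · Benchmarks – Clomiphene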
PglD DTNB: inhibitors of Campylobacter jejuni PglD acetyltransferase. 0.098% of 360,000 active. inhibition, % at 12.5 µM. AID 602405. purified PglD enzyme, DTNB colorimetric CoA detection; in the data active means inhibition above about 16%, passing the limit was not always enough; further: strong numbers were not always called active
INS-1E GSIS act: primary screen for activators of insulin secretion dependent on glucose, INS-1E cells, GLuc reporter luminescence; INS-1E GLuc reporter insulin secretion, 2-3 h; 0.61% of 370,000 active; activation, % at 16.6 µM;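 active means lowest replicate activation of at least 40%, so every replicate reaches that level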;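 further: 0% = median of neutral control wells and 100% = median of IBMX positive control wells; some compounds called inactive have numbers as strong as hits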
PGC1a acetyl inh: PGC1a acetylation modulation, inhibitor mode; U2OS PGC1a acetylation, AlphaScreen anti-acetyl-lysine; with virally co-expressed GCN5 acetyltransferase; inhibition, % at 15.6 µM; 0.17% of 350,000 active; AID 651687;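 active means every replicate shows inhibition of at least 40%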;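 further: 0% = neutral control wells and 100% = positive control wells; some results beyond the cut were filed as inactive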
Statin myotox sup: suppression of simvastatin myotoxicity. rescue of ATP level, % at 7.49 µM. AID 602340. C2C12 myotubes + simvastatin, ATP luminescence, 48 h; scaled: DMSO 0, geranylgeraniol control 100. 0.78% of 330,000 active;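 active means mean ATP rescue above about 67%, or every replicate alone reaching that limit, limit read from the data, passing the limit was not always enough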;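 further: myotubes were challenged with 10 µM simvastatin during compound exposure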
miR-122 sensor: inhibitors of miR-122 in Huh7 cells. Huh7 miR-122 Renilla luciferase sensor, 48 h; neutral wells = 0, positive control = 100. activation (reporter increase), % at 12.5 µM. 0.3% of 340,000 active. AID 602342;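 active means mean replicate activation score at least 90 and every replicate individually at or above 90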;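 further: higher luciferase means less miR-122 activity so hits act as miR-122 inhibitors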
FN deposition inh: fibronectin deposition inhibition; AH1F fibroblasts, Alexa488-fibronectin deposition fluorescence, overnight; AID 743247; 0.086% of 350,000 active; inhibition, % at 12.6 µM;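 active means mean inhibition across replicates of 30% or more, regardless of how many single replicates reach that level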;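 further: positive control wells lacked labelled fibronectin entirely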
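material = AH1F fibroblast monolayer depositing Alexa488-labelled fibronectin into matrix | amount = 10000 AH1F cells/well | buffer or medium = DMEM plus 2% serum, read in PBS | incubation = 1 h cell adhesion before compound, then overnight fibronectin incubation | detection = fluorescence at 485 nm excitation, 525 nm emission | evaluation = percent inhibition as loss of matrix-bound fibronectin fluorescence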
Active calls of the source: *; · = no result given; [ ] = remark or other dose.

Results follow in this order: INS-1E GSIS act	Statin myotox sup	FN deposition inh	Cneo AK release	PGC1a acetyl inh	CFTR F508del cor	miR-122 sensor	PglD DTNB
Cc1ccc2nc(COC(=O)CNC(=O)c3ccccc3)cn2c1
 : -6	-1	·	-2	·	1.9	-1	3
CNS(=O)(=O)c1ccc(C(C)(C)C)cc1
 : 6	13	-1	2	-7	4.1	-3	-1
C[C@H](CO)N1C[C@H](C)[C@H](CN(C)C(=O)CN(C)C)Oc2cc(C#CC(C)(C)O)ccc2S1(=O)=O
 : 7	-5	8	-2	3	-0.1	-13[16.7 µM]	0
Cn1c(Cn2cnc3ccccc32)nnc1SCc1ccccc1
 : ·	-1	-4	-3	7	·	-4	8
CCS(=O)(=O)c1nc(S(=O)(=O)c2ccc(C)cc2)c(N2CC(C)OC(C)C2)s1 (stereo unspecified)
 : -3	45	2	10	2	-2.5	-5	7
COc1cccc(NC(=O)c2cccc(NC(=O)c3ccco3)c2)c1
 : ·	0	3	1	-9	-0.6	-3	·
O=C(Nc1ccc2c(c1)OCCO2)C1CCN(S(=O)(=O)c2cccs2)CC1
 : ·	-12	9	4	4	·	-2	-1
COc1ccc(NCC(=O)Nc2ccc(Cl)cc2C)c(OC)c1
 : -9	-41	·	-8	5	2.5	-6	1
CC(C)(C)[C@@H]1COC(=O)[C@H](Cc2ccc(F)cc2)C/C=C\C[C@@H](CC(=O)NCCO)C(=O)N1
 : 5	-5	-4	2	3	-1.4	4	-5
COc1ccc(NC(=O)Nc2ccc3c(c2)CC(=O)N([C@H](C)CO)C[C@H](C)[C@H](CN(C)C(=O)NC(C)C)O3)cc1
 : 14	-7	·	-6	1	-1.5	-8[16.7 µM]	0
CCn1c(SCC(=O)NC2CCCCC2)nnc1-c1cccs1
 : 44	62	·	0	2	-1.6	-8	4
CCN(c1ccccc1)S(=O)(=O)c1ccc(OC)c(NC(=O)C2CCC2)c1
 : -36	-10	2	-1	-16	4.2	44	-8
Cc1ccnc(NC(=O)CN2C(=O)NC(C)(c3ccc4ccccc4c3)C2=O)c1 (stereo unspecified)
 : -24	19	5	0	·	-1.8	·	-4
CN(CC(=O)Nc1ccc(F)c(F)c1F)C(=O)CCc1nc2sc3c(c2c(=O)[nH]1)CCCC3
 : 8	-20	-1	1	5	-0.3	-6	-6
Cc1nc2oc3c(NCC4CCCO4)ncnc3c2c2c1COC(C)(C)C2 (stereo unspecified)
 : ·	-2	0	2	14	·	-3	4
CN1CCN(C(=O)C[C@@H]2C[C@@H]3c4cc(NC(=O)Nc5ccc(C(F)(F)F)cc5)ccc4O[C@@H]3[C@@H](CO)O2)CC1
 : -14	-3	-8	2	10	2.5	-4[16.7 µM]	0
COc1ccc(-c2ccc([C@@H]3[C@H](C#N)N(C(=O)C4CCC4)[C@H]3CO)cc2)cc1
 : -1	-28	6	-4	-15	-2.7	·	3
CCC(C)NC(=O)N[C@@H](CCSC)C(=O)OC (stereo partly specified)
 : -1	3	3	1	9	·	-17	3
O=C(CCn1cccc1)NCCc1ccc(Cl)cc1
 : ·	-11	·	1	0	·	-1	0
C=CCC[C@@H](Cc1ccc(F)cc1)C(=O)OC[C@@H](Cc1ccccc1)NC(=O)[C@H](CC=C)CC(=O)NCCO
 : -9	-1	-16	15	3	2.5	-2	4
CCn1c(=O)n(CC)c2cc(N3CCCC3)c(NC(=O)c3c(F)cccc3F)cc21
 : 48	4	-2	-2	-6	-2.8	1	1
C[C@H](CO)N1C[C@H](C)[C@H](CN(C)C(=O)Nc2ccc(F)cc2)Oc2ccc(NS(C)(=O)=O)cc2CC1=O
 : 2	-6	-3	-3	-1	-2.2	2[16.7 µM]	-3
Cc1cc(=O)n2nc(N3CCC(C(=O)NCc4ccc(F)cc4)CC3)sc2n1
 : -6	5	-5	1	8	0.8	-5	-2
COc1ccc(C)cc1NC(=O)COC(=O)c1ccc([N+](=O)[O-])o1
 : -2	·	-12	·	-16	-4.3	2	·
O=C(CN1CCN(S(=O)(=O)c2ccccc2)CC1)Nc1ccc(Cl)c([N+](=O)[O-])c1
 : -12	-21	-7	0	·	-0.2	·	7
O=C(/C=C/c1ccccc1)NCCc1nc2ccccc2[nH]1
 : -3	-5	13	2	2	0.3	0	-1
COc1ccc(NC(=O)C2CCCN2C(=O)Nc2ccc(OC)cc2)cc1 (stereo unspecified)
 : 7	-29	6	1	23	-1.0	-6	-4
COc1ccc2nc(NC(=O)CSc3nnc(-c4ccoc4C)n3C)sc2c1
 : ·	16	·	0	-5	·	-10	0
Cc1cc(C)c(OCC(=O)N(C)CC(=O)Nc2ccc(N3CCOCC3)cc2)c(C)c1
 : 15	·	-11	4	0	-2.9	7	2
COCCCN1C(=O)C(=O)/C(=C(/O)c2ccc(S(=O)(=O)N3CCOCC3)cc2)C1c1ccc(Cl)cc1 (stereo unspecified)
 : 1	3	-6	4	1	-0.4	-1	-2
COc1cccc(C(=O)c2c(C)c(CCC#N)n3ccccc23)c1
 : -3	-5	-4	-2	·	3.1	-1	-4
NS(=O)(=O)c1ccc(CCNC(=O)c2ccc3c(=O)n4c(nc3c2)CCCCC4)cc1
 : 2	6	-2	·	11	-1.8	·	·
CCc1ccccc1NC(=O)CC(NCc1ccccc1)C(=O)O (stereo unspecified)
 : 10	-1	2	1	-6	1.2	-2	-3
COc1ccc(/C=C/C(=O)Nc2nc(C)cc(C)n2)cc1OC
 : ·	11	·	1	9	·	-10	-4
c1ccc(Cn2nnnc2C(c2cccnc2)N2CCN(c3ccccc3)CC2)cc1 (stereo unspecified)
 : ·	34	-1	0	-8	·	6	1
CN(C)C(=O)C[C@H]1CC[C@@H]2[C@H](COC[C@@H](O)CN2C(=O)c2ccncc2)O1
 : 6	10	4	-4	11	2.0	2[16.7 µM]	-2
COc1cccc(NC(=O)N2C[C@H](O)COC[C@H]3O[C@H](CC(=O)N(C)C)CC[C@@H]32)c1
 : 13	1	3	-1	0	-1.3	1[16.7 µM]	1
COc1ccc(OC)c(-c2csc(NC(=O)C3=NN(c4ccccc4)C(=O)CC3)n2)c1
 : 9	·	-2	-3	·	-0.7	·	3
CNC[C@H]1Oc2cc(C#Cc3cccc(F)c3)ccc2S(=O)(=O)N([C@@H](C)CO)C[C@H]1C
 : 24	-3	·	0	-4	-0.2	7[16.7 µM]	-1
C[C@@H]1CN([C@H](C)CO)C(=O)c2cc(NS(=O)(=O)c3cccs3)ccc2O[C@@H]1CN(C)Cc1ccccc1
 : 17	41	·	·	35	1.4	1[16.7 µM]	·
O=C(CCC1CCCC1)NC1CCCCC1
 : ·	-9	·	-1	1	·	0	12
CN(C)CC(=O)Nc1cc(C(F)(F)F)ccc1Cl
 : ·	8	·	2	-7	·	3	1
CCN(CC(=O)Nc1ccc(NC(C)=O)cc1)C(=O)c1cc(-c2ccccc2)nn1-c1ccccc1
 : -10	7	-5	2	·	2.8	·	-1
COc1ccccc1CN1[C@H](C(=O)NCc2ccccc2)[C@@H](CO)[C@@H]2Cn3c(cccc3=O)[C@@H]21
 : 10	20	·	-2	-8	2.6	10[16.7 µM]	0
C[C@H]1CN([C@@H](C)CO)S(=O)(=O)c2ccc(C#CC(C)(C)O)cc2O[C@@H]1CN(C)Cc1ccccc1
 : -6	-64	9	1	0	-6.7	31[16.7 µM]	-4
O=C(CCS(=O)(=O)Cc1ccccc1)Nc1ccc2c(c1)OCCO2
 : 0	·	-6	·	-3	-2.5	·	·
COc1ccc(CCNC(=O)CS(=O)(=O)c2cn(CC(=O)N(C(C)C)C(C)C)c3ccccc23)cc1OC
 : -4	·	4	-1	-7	-2.8	·	1
CCCc1c(C)nc(N2CCN(c3ccc(F)cc3)CC2)[nH]c1=O
 : ·	16	-1	-2	1	·	0	0
CCCNC(=O)C[C@H]1CC[C@H]2[C@@H](COc3ccc(NC(=O)Nc4ccccc4)cc3C(=O)N2C)O1
 : 2	7	·	1	2	0.3	-4[16.7 µM]	5
CN(C)CC(=O)N[C@H]1CC[C@@H](CCNS(=O)(=O)c2ccccc2)O[C@H]1CO
 : 16	-5	-3	0	0	-4.4	·	2
COc1ccc2oc(-c3ccc(C)c(NC(=O)CSc4ccc(Cl)cc4)c3)nc2c1
 : 3	·	·	·	14	3.8	0	·
O=C(NC1CCCCC1)C1Cc2ccccc2CN1S(=O)(=O)c1ccc(F)cc1 (stereo unspecified)
 : -6	-37	·	0	-12	-0.4	2	7
CC(C)(C)[C@H]1COC(=O)[C@@H](Cc2ccc(F)cc2)CC/C=C/C[C@@H](CC(=O)N[C@@H](CO)Cc2ccccc2)C(=O)N1
 : -5	0	-3	-2	·	2.1	·	0
CCCC1(C(=O)OCC)NC(c2ccc(OC)cc2OC)C2C(=O)N(c3ccc4c(c3)OCCO4)C(=O)C21 (stereo unspecified)
 : ·	-52	·	1	-21	·	5	3
Cc1c(OCC(=O)NCCCN2CCCC2=O)ccc2c3c(c(=O)oc12)CCCC3
 : 2	-5	-2	3	0	1.1	-11	2
CCOc1ccc(NC(=O)N2CCC(n3nnc4ccccc43)CC2)cc1
 : 11	-6	·	·	-2	·	-8	·
CC1(C)OC(C(=O)NC2CCCCC2)C(C(=O)NC2CCCCC2)O1 (stereo unspecified)
 : 10	-1	·	·	·	-1.9	-5	·
COc1cc2c(cc1OC)-c1cc(Nc3ccc(C)cc3)nc(=O)n1CC2
 : 28	-4	-1	1	-7	2.6	-16	0

A run of entries from the list above:
Results follow in this order: INS-1E GSIS act	Statin myotox sup	FN deposition inh	Cneo AK release	PGC1a acetyl inh	CFTR F508del cor	miR-122 sensor	PglD DTNB
Cc1c(OCC(=O)NCCCN2CCCC2=O)ccc2c3c(c(=O)oc12)CCCC3
 : 2	-5	-2	3	0	1.1	-11	2
CCOc1ccc(NC(=O)N2CCC(n3nnc4ccccc43)CC2)cc1
 : 11	-6	·	·	-2	·	-8	·
CC1(C)OC(C(=O)NC2CCCCC2)C(C(=O)NC2CCCCC2)O1 (stereo unspecified)
 : 10	-1	·	·	·	-1.9	-5	·
